Pf apPOL block: Pf-apPOL DNA polymerase inhibition; Recombinant Pf-apPOL, molecular beacon fluorescence, 1.5 h; 0.25% of 210,000 active; inhibition, % at 10 µM; AID 1794808
mHTT CaM bind: disrupts binding of mutant huntingtin to calmodulin; inhibition, % at 15 µM; 3.6% of 190,000 active; P42858; AlphaScreen His-mHTT/GST-CaM binding, luminescence; AID 1671202;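 further: 0% = both proteins with DMSO and 100% = one protein alone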
Target sequence (P42858 whole entry, looked up, stated change not applied): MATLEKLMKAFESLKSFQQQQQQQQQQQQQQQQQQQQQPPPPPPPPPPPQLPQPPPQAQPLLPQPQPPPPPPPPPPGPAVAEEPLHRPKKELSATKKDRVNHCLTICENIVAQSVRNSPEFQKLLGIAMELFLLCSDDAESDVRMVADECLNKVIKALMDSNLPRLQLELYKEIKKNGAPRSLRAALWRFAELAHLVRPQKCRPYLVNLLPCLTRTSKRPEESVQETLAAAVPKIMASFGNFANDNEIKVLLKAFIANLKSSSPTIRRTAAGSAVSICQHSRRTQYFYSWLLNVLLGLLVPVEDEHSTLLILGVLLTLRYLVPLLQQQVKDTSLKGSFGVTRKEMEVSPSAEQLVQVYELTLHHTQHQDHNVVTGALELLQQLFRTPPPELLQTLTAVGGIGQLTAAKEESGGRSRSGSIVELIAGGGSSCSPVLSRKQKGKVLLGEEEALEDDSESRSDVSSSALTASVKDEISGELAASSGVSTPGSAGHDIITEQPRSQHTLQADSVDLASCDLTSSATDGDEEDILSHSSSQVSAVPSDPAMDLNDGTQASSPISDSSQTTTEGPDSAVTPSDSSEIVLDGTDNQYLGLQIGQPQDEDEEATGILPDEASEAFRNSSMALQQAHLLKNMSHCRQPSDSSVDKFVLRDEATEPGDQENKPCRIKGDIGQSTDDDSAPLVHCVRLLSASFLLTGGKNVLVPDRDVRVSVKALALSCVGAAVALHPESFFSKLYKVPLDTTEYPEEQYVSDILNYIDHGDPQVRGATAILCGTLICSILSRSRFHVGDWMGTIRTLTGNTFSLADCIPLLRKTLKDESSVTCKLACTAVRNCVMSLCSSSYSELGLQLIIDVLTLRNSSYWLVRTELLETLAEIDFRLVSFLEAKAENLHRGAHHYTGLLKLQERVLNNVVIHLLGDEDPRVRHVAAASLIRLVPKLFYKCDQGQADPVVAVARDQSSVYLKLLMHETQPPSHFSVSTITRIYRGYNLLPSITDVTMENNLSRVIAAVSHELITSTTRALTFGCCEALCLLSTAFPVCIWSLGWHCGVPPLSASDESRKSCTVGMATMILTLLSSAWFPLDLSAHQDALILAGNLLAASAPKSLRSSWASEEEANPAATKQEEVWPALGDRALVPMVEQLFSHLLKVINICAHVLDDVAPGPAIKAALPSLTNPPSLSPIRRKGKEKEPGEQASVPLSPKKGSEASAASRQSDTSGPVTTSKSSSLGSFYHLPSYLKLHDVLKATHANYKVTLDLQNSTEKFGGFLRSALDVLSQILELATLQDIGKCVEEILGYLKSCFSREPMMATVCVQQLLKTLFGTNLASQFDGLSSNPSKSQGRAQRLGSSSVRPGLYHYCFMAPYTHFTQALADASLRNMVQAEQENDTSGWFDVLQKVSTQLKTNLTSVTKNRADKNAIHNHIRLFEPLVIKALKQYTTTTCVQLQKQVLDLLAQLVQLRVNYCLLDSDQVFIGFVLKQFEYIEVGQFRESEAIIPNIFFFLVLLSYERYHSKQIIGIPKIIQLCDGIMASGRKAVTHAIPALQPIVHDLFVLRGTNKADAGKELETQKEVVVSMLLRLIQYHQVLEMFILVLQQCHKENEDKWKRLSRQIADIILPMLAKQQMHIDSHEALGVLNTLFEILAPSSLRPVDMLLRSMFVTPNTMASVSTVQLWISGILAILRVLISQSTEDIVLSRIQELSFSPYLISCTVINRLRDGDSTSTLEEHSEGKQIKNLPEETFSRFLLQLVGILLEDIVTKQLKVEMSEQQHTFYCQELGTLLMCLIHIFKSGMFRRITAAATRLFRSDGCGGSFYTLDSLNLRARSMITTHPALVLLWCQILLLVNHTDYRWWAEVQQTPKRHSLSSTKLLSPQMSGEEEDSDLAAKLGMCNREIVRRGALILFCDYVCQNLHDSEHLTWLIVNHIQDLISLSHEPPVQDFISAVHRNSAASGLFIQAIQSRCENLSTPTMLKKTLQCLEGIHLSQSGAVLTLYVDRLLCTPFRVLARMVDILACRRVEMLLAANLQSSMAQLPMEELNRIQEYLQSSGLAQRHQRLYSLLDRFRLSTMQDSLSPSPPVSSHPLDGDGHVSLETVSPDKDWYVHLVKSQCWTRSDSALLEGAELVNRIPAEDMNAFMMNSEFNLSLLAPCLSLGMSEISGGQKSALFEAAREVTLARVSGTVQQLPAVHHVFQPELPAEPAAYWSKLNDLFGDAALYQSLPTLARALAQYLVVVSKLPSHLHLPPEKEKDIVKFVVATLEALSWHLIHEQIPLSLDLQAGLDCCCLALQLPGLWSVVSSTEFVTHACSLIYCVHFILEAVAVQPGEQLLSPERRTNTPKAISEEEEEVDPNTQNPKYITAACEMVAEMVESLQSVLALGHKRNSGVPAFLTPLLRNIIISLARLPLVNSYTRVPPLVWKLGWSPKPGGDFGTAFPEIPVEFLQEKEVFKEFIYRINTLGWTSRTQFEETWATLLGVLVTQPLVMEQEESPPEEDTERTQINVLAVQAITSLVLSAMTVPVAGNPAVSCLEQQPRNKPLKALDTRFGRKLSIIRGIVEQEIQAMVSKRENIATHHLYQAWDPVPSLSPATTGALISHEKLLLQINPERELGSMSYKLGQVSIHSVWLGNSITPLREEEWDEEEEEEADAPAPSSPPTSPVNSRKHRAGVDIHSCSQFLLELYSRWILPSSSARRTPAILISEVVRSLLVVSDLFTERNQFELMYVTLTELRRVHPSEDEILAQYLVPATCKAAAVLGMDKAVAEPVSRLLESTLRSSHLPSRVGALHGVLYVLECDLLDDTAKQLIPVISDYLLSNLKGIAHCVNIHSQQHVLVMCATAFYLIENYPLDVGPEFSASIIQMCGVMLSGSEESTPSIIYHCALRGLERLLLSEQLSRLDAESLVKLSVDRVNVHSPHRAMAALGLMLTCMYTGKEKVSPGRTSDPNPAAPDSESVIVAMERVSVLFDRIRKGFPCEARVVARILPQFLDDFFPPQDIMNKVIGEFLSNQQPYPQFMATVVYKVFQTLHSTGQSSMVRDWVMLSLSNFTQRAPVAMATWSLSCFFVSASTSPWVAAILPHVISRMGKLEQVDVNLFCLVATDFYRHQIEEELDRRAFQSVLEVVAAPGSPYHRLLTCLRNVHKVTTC
An asterisk follows results filed as active; / = no result given; & = joins results of further samples. No stated cut-off is given here; in the data, active means inhibition above about 50%; inactive means the rest. The list is partial (hit frequency here may not be typical).

Every second line gives: Pf apPOL block	mHTT CaM bind
COc1ccccc1-n1c(CCC(=O)O)ccc1-c1ccc(Br)cc1
 : 0.1	44.7
Cc1c(C2CCN(C(=O)NCC3CCCO3)CC2)noc1N (stereo unspecified)
 : -4.5	-3.1
O=C1CSC(c2cccc(C(F)(F)F)c2)N1c1ccc(Br)cc1 (stereo unspecified)
 : 0.2	-12.0
Cc1ccc(NC(=O)Cn2c(=O)n(C3CCCCC3)c3ncccc32)c(C)c1
 : -1.0	1.0
COc1cc(C(C)=O)ccc1OCC(O)CN1CCCCCC1 (stereo unspecified)
 : 4.7	3.5
COc1ccccc1NC(=O)NCCNc1cc(N2CCOCC2)nc(C)n1
 : -1.2	-6.9
COc1ccccc1CNC(=O)C1CCN(c2c(C#N)cnc3ccc(F)cc23)CC1
 : 0.9	-7.8
CCCCN1CC(COCc2ccccc2)Oc2cccc(Oc3ccc(OC)cc3)c2S1(=O)=O (stereo unspecified)
 : -5.3&6.9	-12.5&-9.5
CCOc1cc(C(=O)Nc2nc(-c3ccc([N+](=O)[O-])cc3)cs2)cc(OCC)c1OCC
 : -1.0	-0.4
Cc1cc(Cl)nc(Cl)c1C(=O)NC(=O)Nc1ccc(F)cc1
 : -5.6	-3.0
CNC(=O)N1CCCC(c2cccc(C(=O)NCc3ccccc3Cl)c2)C1 (stereo unspecified)
 : -2.3	9.5
Cc1cc(C)nc(NS(=O)(=O)c2ccc(NS(=O)(=O)c3ccc(F)cc3)cc2)n1
 : 0.9	2.5
CN(Cc1ccccc1)c1nc2c(c(=O)n(C)c(=O)n2C)n1CC(O)CO (stereo unspecified)
 : 5.5	-8.0
CC(=O)Nc1ccc(CN2CCN(c3ccccn3)CC2)cc1
 : -1.6	0.2
CCCC(=O)Nc1ccc2c(c1)CC(C(=O)NCC(=O)OC)CO2 (stereo unspecified)
 : -5.8	6.8
O=[N+]([O-])c1cccc2c1NC(c1ccc(F)cc1)C1CC=CC21 (stereo unspecified)
 : 0.1	83.0*
Cc1ccc(NC(=O)N2CCCC(C)(C(=O)NCc3ccccc3C)C2)cc1Cl (stereo unspecified)
 : 3.7	-3.4
COc1cc(/C=C2\C(=O)NC(=O)N(c3cc(C)cc(C)c3)C2=O)ccc1O
 : 0.1	5.0
COc1ccc(Cc2c(Cl)ncnc2Cl)cc1
 : -1.7	-23.0
CCc1c(C)sc(NC(=O)NC2CCCCC2)c1C(N)=O
 : 2.3	-0.9
COc1ccc(C2Nc3ccc(Br)cc3-c3nnc(SC)nc3O2)c(OC)c1 (stereo unspecified)
 : 2.5	-5.0
Cc1nnsc1C(=O)N(Cc1ccccc1)c1nc2c(Cl)cccc2s1
 : -2.4	-30.9
CC(=O)c1ccc(NC(=O)CSc2nnc(NC(=O)c3ccco3)s2)cc1
 : -4.2	0.8
O=C(NC1CC1)c1cccc([N+](=O)[O-])c1
 : -1.6	2.7
N#Cc1ccc(N2CCN(c3ncccc3C(F)(F)F)CC2)nc1
 : -12.6	/
COc1ccccc1COc1ccc2c(C)c(CC(=O)O)c(=O)oc2c1C
 : -7.0	21.0
Cc1ccc(NC(=O)Cc2nc(-c3cccnc3)n[nH]2)cc1
 : 0.2	-2.8
O=C(Oc1ccc2c(=O)c(-c3ccc(Br)cc3)coc2c1)C1CC1
 : 0.0	0.6
CC(NC(=O)c1nn2c(c1Cl)NC(c1cccs1)CC2C(F)(F)F)c1ccccc1 (stereo unspecified)
 : -3.3	13.0
O=C(NCC(O)c1ccsc1)c1cc(C(F)(F)F)cc(C(F)(F)F)c1 (stereo unspecified)
 : -0.3	-13.3
CC(=O)c1c(C)nc2c(C#N)c(C)n(-c3ccccc3)c2c1-c1ccccc1
 : -3.3	-2.0
O=C(Nc1c2c(nn1-c1ccc(F)cc1)CS(=O)C2)C1CCCCC1 (stereo unspecified)
 : -6.7	-8.0
COc1ccc(N2CC3=C(C2=O)C(c2ccccc2)NC(=O)N3C)cc1 (stereo unspecified)
 : -5.6	1.0
O=C(c1ccn2c(-c3ccccc3Br)nnc2c1)N1CCCCC1
 : -2.9	2.9
CCOC(=O)c1cnn2c1nc(N1CC(C)CC(C)C1)c1ccccc12 (stereo unspecified)
 : 5.6	/
CC(=O)N1N=C(c2ccc(Br)cc2)CC1c1ccc(C)o1 (stereo unspecified)
 : -8.6	-15.0
COc1nc(OC)nc(Oc2ccccc2)n1
 : 15.3	-7.7
Brc1ccc2ncnc(N3CCN(Cc4ccccc4)CC3)c2c1
 : -3.6	23.6
C=CCNC(=O)C(=O)NCc1cccc(OC)c1
 : 3.9	-1.6
Cc1ccccc1CC(=O)N1CCN(c2nc(CN3CCOCC3)cs2)CC1
 : -1.5	9.8

Quoted from above, 5 compounds:
Every second line gives: Pf apPOL block	mHTT CaM bind
CC(=O)N1N=C(c2ccc(Br)cc2)CC1c1ccc(C)o1 (stereo unspecified)
 : -8.6	-15.0
COc1nc(OC)nc(Oc2ccccc2)n1
 : 15.3	-7.7
Brc1ccc2ncnc(N3CCN(Cc4ccccc4)CC3)c2c1
 : -3.6	23.6
C=CCNC(=O)C(=O)NCc1cccc(OC)c1
 : 3.9	-1.6
Cc1ccccc1CC(=O)N1CCN(c2nc(CN3CCOCC3)cs2)CC1
 : -1.5	9.8

New compounds follow.
Every second line gives: Pf apPOL block	mHTT CaM bind
CC1Cc2ccccc2N1C(=O)COc1cccc(Oc2ccccc2)c1 (stereo unspecified)
 : -4.7	-55.0
COc1ccc(S(=O)(=O)n2cnc3cc(C)c(C)cc32)cc1C
 : 0.3	6.1
Cc1cc2oc(=O)cc(CN3CCCCC3C)c2c(C)c1Cl (stereo unspecified)
 : -7.3	5.1
C[C@@H]1[C@H](c2ccccc2)OCCS(=O)(=O)N1Cc1ccc(Cl)cc1
 : -5.4	7.6
CC(C)C[C@@H]1COc2cc(N3CCSCC3)ccc2S(=O)(=O)N1
 : -5.8&-5.8	-3.2&-8.2
CCOc1ccccc1NC(=O)c1ccc2c(c1)C(=O)N(CC)C2=O
 : 1.3	1.6
CCCCOC(=O)Nc1nc2ccccc2s1
 : 5.2	2.7
CCc1ccccc1NC(=O)N1CCc2c(c(COCc3cccc(F)c3)nn2C)C1
 : -1.5	25.9
COc1cc([N+](=O)[O-])ccc1N/C=C(\C#N)c1nc(-c2ccccc2)cs1
 : -5.3	-7.6
COCC(C)(O)CNC(=O)c1cccc(OC)c1OC (stereo unspecified)
 : 1.0	-3.6
O=C(Nc1ccc(F)cc1)C(Cc1ccccc1)N1C(=O)C2C3CCC(C3)C2C1=O (stereo unspecified)
 : 1.2	0.3
O=C(Nc1ccccc1)Nc1ccc(Cc2ccncc2)cc1
 : -8.0	6.5
Nc1ccc2nn(-c3ccc(Br)cc3)nc2c1
 : /	-5.0
CC(C)=CCOc1ccc2c(c1)OC(=Cc1ccccc1F)C2=O
 : 0.9	-0.2
Cn1c(=O)cnc2ccc(N3CCOCC3)nc21
 : -4.4	2.6
COc1ccc(Cl)cc1N1CCN(C(=O)CC(C)C)C(C)C1=O (stereo unspecified)
 : -0.1	-8.6
CCc1cccc(NC(=O)C2CCCN(C(=O)c3cccc(C)c3)C2)c1 (stereo unspecified)
 : 6.4	28.1
Cc1ccccc1S(=O)(=O)N1CCCC(C)(C(=O)NCc2cccc(F)c2)C1 (stereo unspecified)
 : -4.4	-5.8
CCOc1ccccc1Nc1cc(C)nc2c(C)cccc12
 : -2.0	-8.5
COc1ccc(C=C2C(=O)OC(C)(C(C)(C)C)OC2=O)cc1 (stereo unspecified)
 : -5.9	8.0
CCOc1ccccc1OCCCCOc1ccccc1C=O
 : -15.7	-41.9
Cc1cc(-c2ccccc2)nc(SCc2cn3cccnc3n2)n1
 : 2.2	10.0
CCC(=O)Nc1c(-c2ccc(C(C)(C)C)cc2)n[nH]c1CC
 : 1.6	3.2
O=C1CC(c2ccsc2)c2sccc2N1 (stereo unspecified)
 : /	-2.5
O=c1[nH]c(O)c(C=C2C=Nc3ccccc32)[nH]1
 : -17.8	/
CCn1nccc1C(=O)N1CC2CC1CC2NC(=O)c1cccs1 (stereo unspecified)
 : -1.2	-0.3
Cc1nonc1NCn1cnc2c1c(=O)n(C)c(=O)n2C
 : -7.9	-6.0
CC(C)(C)c1ccc(OCCNC(=O)c2ccccc2O)cc1
 : -5.8	-9.2
CCOc1ccc(N2CN=c3s/c(=C\c4ccccc4O)c(=O)n3C2)cc1
 : -0.6	8.0
COc1ccc(NC(=O)C2CCc3nc(N4CCN(C(C)=O)CC4)sc3C2)c(OC)c1 (stereo unspecified)
 : 5.5	44.6
O=C(Cc1ccccc1)Nc1ccc(I)cc1Cl
 : -0.9	-6.2
CCOC(=O)c1n[nH]c(=S)[nH]c1=O
 : 1.4	/
CCCNC(=O)c1cn2c(n1)CCCC2
 : -6.2	-0.9
O=C(c1cccc(I)c1)N1CCN(c2ccccc2)CC1
 : -1.0	2.7
CC1CCCCC1NC(=O)C1CCN(S(=O)(=O)N2CCOCC2)CC1 (stereo unspecified)
 : -1.2	-7.0
CC(=O)N1CCc2cc(Br)cc(S(=O)(=O)NCCN(C)Cc3ccccc3)c21
 : 0.8	6.0
C=CCNC(=O)C1CCN(S(=O)(=O)c2ccccc2)CC1
 : -6.8	0.3
CC(C)(C)c1ccc(C(=O)Nc2ccccc2C(=O)NCCN2CCOCC2)cc1
 : 1.3	19.7
O=C(c1ccco1)N1CCN(Cc2cccc([N+](=O)[O-])c2)CC1
 : -1.5	1.7
O=C(COc1ccccc1)N1CCN(c2ccc([N+](=O)[O-])c(NCc3ccccc3)c2)CC1
 : -1.0	28.1

3 compounds drawn at random from those above:
Every second line gives: Pf apPOL block	mHTT CaM bind
CCC(=O)Nc1c(-c2ccc(C(C)(C)C)cc2)n[nH]c1CC
 : 1.6	3.2
Cc1nonc1NCn1cnc2c1c(=O)n(C)c(=O)n2C
 : -7.9	-6.0
CCOC(=O)c1n[nH]c(=S)[nH]c1=O
 : 1.4	/

Next part.
Every second line gives: Pf apPOL block	mHTT CaM bind
CCc1csc2nc(C)c(NC(=O)C3CCCCC3)c(=O)n12
 : -0.4	-3.6
COc1ccc(-c2cc(COC(=O)C3CCCC3)no2)cc1OC
 : -13.7	-8.2
CSc1ccccc1NC(=O)C(=O)NCC(C)(O)c1ccc2c(c1)OCO2 (stereo unspecified)
 : -9.7	-11.5
O=C1c2ccccc2C(=O)C1c1nc2oc3ccccc3c2s1
 : 0.0	0.5
CC12CCC(C(=O)Nc3ccccc3C(F)(F)F)(C(=O)C1=O)C2(C)C (stereo unspecified)
 : -7.7	1.5
N#CCSC1=Nc2ccccc2C2=NC(CC(=O)NC3CCCCC3)C(=O)N12 (stereo unspecified)
 : -1.5	4.0
Cc1cc(C)c(NC(=O)CN2CCCCCC2)c(C)c1
 : -3.2	-0.5
CCOc1ccccc1CN(C)CCc1ccccn1
 : -3.8	-5.1
COc1ccc(Br)cc1S(=O)(=O)Nc1ccc(Cl)cn1
 : -0.7	-6.8
COc1ccc(CNC(=O)C2c3ccccc3CC(=O)N2C(C)C)cc1 (stereo unspecified)
 : 0.0	0.2
COc1ccccc1N1C(=O)c2c(C)nc3ccccc3c2C1=O
 : 7.5	39.0
O=C(Nc1nnc(-c2ccco2)s1)c1ccccc1Br
 : 2.3	1.0
COC(=O)c1ccc(-c2csc(NC(=O)c3ccc([N+](=O)[O-])o3)n2)cc1
 : -1.8	0.0
O=c1ccc(-c2nc(-c3ccncc3)no2)cn1Cc1noc(C2CCCC2)n1
 : -4.1	-13.5
CCCCC[C@@H](C)N1C[C@@H](COCc2ccccc2)Oc2cc(N3CC[C@@H](N(C)C)C3)ccc2S1(=O)=O
 : -7.1	100.2*
N#CCCSc1ccccc1NC(=O)c1ccc(Cl)s1
 : -4.6	-30.0
CC(C)NC(=O)CN1C(=O)NC2(CCC(C(C)(C)C)CC2)C1=O (stereo unspecified)
 : -0.9	-1.8
O=C1C(Nc2cccc(C(F)(F)F)c2)=C(N2CCCCC2)C(=O)c2ccccc21
 : -0.3	99.0*
COc1ccc(/C=C2/C=C(c3ccc(Cl)cc3)OC2=O)cc1OC
 : 3.4	20.0
COc1ccccc1N(CC(=O)Nc1cccc([N+](=O)[O-])c1)S(=O)(=O)c1ccccc1
 : -1.6	12.5

Molecules listed so far containing a COOH group (two):
Every second line gives: Pf apPOL block	mHTT CaM bind
COc1ccccc1-n1c(CCC(=O)O)ccc1-c1ccc(Br)cc1
 : 0.1	44.7
COc1ccccc1COc1ccc2c(C)c(CC(=O)O)c(=O)oc2c1C
 : -7.0	21.0

Remaining list, next part:
Every second line gives: Pf apPOL block	mHTT CaM bind
O=c1oc2ccc(Br)cc2cc1-c1ccc2c(c1)OCO2
 : 8.9	-1.0
Brc1ccc(-c2nnc3ccc(N4CCOCC4)nn23)cc1
 : -1.4	11.0
CCSc1ccc(CC(=O)N2CC(=O)Nc3ccccc32)cc1
 : -10.2	-1.2
CON(C)C(=O)C1CN(C(=O)COc2ccccc2F)C1
 : -1.2	-17.7
CC(=O)c1cccc(Nc2ncnc(N)c2[N+](=O)[O-])c1
 : -4.9	-17.7
Cc1nnc(NC(=O)CSc2nnc(-c3ccco3)c(-c3ccco3)n2)s1
 : -1.1	67.0*
COC(=O)c1ccc(C=C2Oc3cc(OC(=O)C4CC4)ccc3C2=O)cc1
 : -4.9	2.8
O=C(CSc1nc2ccsc2c(=O)n1-c1cccc(Cl)c1Cl)Nc1nccs1
 : -0.7	11.0
CCCOc1ccc(-c2nc(OC)c3ccccc3n2)cc1
 : -1.0	-83.0
CC(C)n1c(COc2ccc(Cl)cc2)nc2ccccc21
 : 2.1	-11.0
CCOc1ccc(S(=O)(=O)Nc2ccc3c(c2)CCCN3S(=O)(=O)CC)cc1F
 : 0.2	-13.3
COc1ccccc1NC(=O)C1=C(C)Nc2nnnn2C1c1ccccn1 (stereo unspecified)
 : 1.4	-2.0
CCCN(CC1CC1)c1cc2c(c3c1ccn3C)C1CCC2O1 (stereo unspecified)
 : -4.3	39.8
CCOC(=O)c1ccc(NC(=O)Cn2nc3c(cc2=O)CCCC3)cc1
 : 1.4	5.8

From PubChem
